# Screening results from PubChem.
# Spn DPM-DC inh: S. pneumoniae DPM-DC inhibitors, primary screen, biochemical, PK/LDH-coupled NADH fluorescence; diphosphomevalonate decarboxylase (Streptococcus pneumoniae D39); purified DPM-DC; calls only at 10 µM; actives 0.49% (n = 65,000);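 active = the 320 compounds with the highest percent inhibition in the single-dose primary screen, excluding strongly autofluorescent ones, cut at about 32% in these data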;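 note: kinetic rate of NADH fluorescence loss reporting ADP formed by the decarboxylase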
# Spn PMK inh: S. pneumoniae PMK inhibitors, primary screen, biochemical, mevalonate pathway, pilot trial included. purified PMK, PK/LDH-coupled NADH absorbance 340 nm. actives 0.49% (n = 65,000). inhibition, % at 10 µM;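 active = top-ranked compounds by inhibition in the single 10 µM screen, taking a fixed number of the strongest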;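 note: 0% = full reaction with DMSO carrier and 100% = background rate without enzyme reaction; no value below 0 was filed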
# Bfl-1 inhibitors: Bfl-1 inhibitors, primary screen, biochemical, fluorescence polarization, FITC-Bid, mouse (AID 432) | FITC-Bid BH3 peptide fluorescence polarization displacement; higher % means a stronger effect | actives 0.02% (n = 64,000) | displacement, % at 20 µM, or IC50 in µM where a hit was titrated | Bcl-2-related protein A1 (Mus musculus); in the data active = a potency from the dose series; inactive = the rest, 99 in 100 with displacement below about 15%; note: strong numbers were not always called active
# MK inhibit: S. pneumoniae MK inhibitors, primary screen, biochemical, PK/LDH-coupled NADH absorbance | inhibition, % at 10 µM | actives 0.48% (n = 65,000) | AID 555, 2006 | mevalonate kinase [Streptococcus pneumoniae D39] | purified MK, PK/LDH-coupled NADH absorbance 340 nm;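 active = ranked among the strongest by inhibition in the single 10 µM screen, a fixed top-ranked set picked for dose follow-up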; note: no value below 0 was filed
# LYP inhibition: LYP phosphatase inhibitors, primary screen, biochemical, DiFMUP fluorescence, recombinant catalytic domain, 10 µM (AID 606). 52,000 tested, under 10 active. inhibition, % at 10 µM, or IC50 in µM where a hit was titrated. recombinant LYP catalytic domain, DiFMUP fluorescence; higher % means a stronger effect. Tyrosine-protein phosphatase non-receptor type 22 (Homo sapiens);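 active = IC50 under 40 µM in the dose-response test; inactive = IC50 of 40 µM or more, or never dose-tested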
# HPDE-C7 cytotoxicity: cytotoxicity in HPDE-C7 cells, cell-based, fluorescence, HTS (AID 430) | HPDE-C7 pancreatic duct cells viability, fluorescence; higher % means a stronger effect | one-dose cytotoxicity, % at 10 µM; EC50 in µM for titrated hits | actives 1.8% (n = 63,000);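 note: cells exposed to compound for 48 hours before viability readout; 0% = vehicle and 100% = reference cytotoxic drug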
# KRASV12 cytotoxicity: cytotoxicity in KRAS-transformed pancreatic duct cells, primary screen, cell-based, fluorescence, HTS (AID 431). HPDE-C7K KRASV12 cells, Alamar Blue viability, 48 h; higher % means a stronger effect. actives 1.7% (n = 63,000). cytotoxicity, % at 10 µM; hits with a dose series show EC50 in µM;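 active = compounds whose percent cytotoxicity in the single-dose primary screen, scaled between solvent and toxic-drug controls, exceeds 50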;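 note: 0% = DMSO solvent wells and 100% = doxorubicin-treated wells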
# HT1080 viability: cytotoxicity in HT1080 fibrosarcoma cells, cell-based, fluorescence readout (AID 620); HT1080 viability, fluorescence; higher % means a stronger effect; actives 0.42% (n = 87,000); cytotoxicity, % at 10 µM, or EC50 in µM where a hit was titrated;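 note: cells exposed to compound overnight then 4 h with Alamar Blue; 0% = vehicle DMSO and 100% = killing control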
# TNAP inhibition: human TNAP enzyme inhibitors, biochemical, luminescent (AID 518); purified TNAP enzyme, luminescent substrate readout; higher % means a stronger effect; actives 0.09% (n = 64,000); inhibition, % at 20 µM; hits with a dose series show IC50 in µM; in the data active = a potency from the dose series; inactive = the rest, 99 in 100 with inhibition below about 22%;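 note: plate controls were vehicle for no effect and reference inhibitor for full effect; many of its hits are not listed in these tables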
# Spn PMK inh pilot replicates: recorded beside Spn PMK inh, whose call it bears; inhibition, %; measured here: pilot screen replicates
# MK inhibit pilot replicates: further read-out of MK inhibit, marked with its call; inhibition, %; measured here: pilot screen replicates
# Spn DPM-DC inh pilot screen %: recorded beside Spn DPM-DC inh, whose call it bears; inhibition, %; measured here: pilot screen trials
# * marks the source's active call; other numbers are inactive results; i = inactive; / = no result given. Cut-off read from the data, not from the text of the source, unless noted: active = cytotoxicity above about 50%; inactive = the rest.
SMILES,Spn DPM-DC inh,Spn PMK inh,Bfl-1 inhibitors,MK inhibit,LYP inhibition,HPDE-C7 cytotoxicity,KRASV12 cytotoxicity,HT1080 viability,TNAP inhibition,others
CC(C)NCC(O)COCc1ccc(Cl)cc1 (centres undefined),i,16.0,-2.0%,8.0,-7.9%,-4.6%,3.7%,3.4%,3.8%,
CCN1CCN(C(c2ccccc2F)c2nnnn2Cc2ccc3c(c2)OCO3)CC1 (centres undefined),i,10.0,-6.0%,0.0,24.5%,-7.0%,5.1%,-10.7%,3.4%,
Nn1c(SCC(=O)Nc2ccccc2)nnc1-c1cccnc1,i,10.0,-1.1%,5.0,14.8%,12.9%,-2.7%,7.9%,18.5%,Spn PMK inh pilot replicates=1.5;MK inhibit pilot replicates=0.0;Spn DPM-DC inh pilot screen %=2.0
CCCN1CCN(C(c2cc3cc4c(cc3[nH]c2=O)OCO4)c2nnnn2C(C)(C)C)CC1 (centres undefined),/,0.0,-11.0%,6.0,4.7%,4.5%,-1.4%,1.4%,9.6%,
OCC1(c2cc(C(F)(F)F)n[nH]2)CCCCC1,i,0.0,-5.3%,4.0,10.2%,3.8%,0.2%,1.5%,7.4%,
c1ccc(-c2cccc(-c3ccccn3)n2)nc1,i,19.0,-0.6%,0.0,-0.4%,4.14µM*,2.54µM*,31.8%,-6.5%,
CCOC(=O)C1=C(C)SC2=NS(=O)(=O)CCN21,i,13.0,-2.2%,1.0,3.3%,-7.5%,-0.4%,1.7%,5.7%,
O=C(Nc1ccc(F)cc1)C1CCC(N2C(=O)c3ccccc3C2=O)CC1 (centres undefined),i,1.0,-5.5%,2.0,13.7%,-6.4%,5.5%,/,9.9%,
Cc1nnsc1-c1nc2ccccc2[nH]1,/,17.0,-4.5%,0.0,/,12.5%,-7.8%,3.9%,-0.4%,
O=C(NCCc1ccc(Cl)cc1)c1nnc(Cc2ccc(Cl)cc2)o1,i,0.0,2.9%,6.0,-0.4%,6.5%,5.8%,-4.0%,6.3%,
CN(c1ccccc1)c1nc2ccsc2c(=O)s1,i,0.0,2.4%,3.0,16.2%,-3.7%,4.5%,-6.6%,8.9%,
CCn1ccc(C(=O)Nc2ccc(S(=O)(=O)Nc3ccccc3OC)cc2)n1,i,20.0,3.1%,0.0,/,4.7%,13.7%,/,9.9%,
Cc1ccccc1CSc1nnc(C)c(=O)[nH]1,i,11.0,4.7%,8.0,-3.0%,-8.9%,-0.9%,-4.1%,7.2%,Spn PMK inh pilot replicates=1.5;MK inhibit pilot replicates=0.0;Spn DPM-DC inh pilot screen %=2.5
O=C(NCc1ccccc1)c1cc(=O)nc2sc(-c3ccccc3)nn12,i,9.0,-7.9%,0.0,-15.4%,-16.4%,-0.5%,-1.9%,9.8%,
CSc1n[nH]c(NCc2cccs2)n1,i,6.0,-4.6%,15.0,4.2%,-3.0%,-7.6%,8.1%,28.1%,
CCCCc1cc2c(c(NC(C)=O)n1)c(=O)oc1ccccc12,i,10.0,-1.6%,4.0,1.6%,-1.9%,0.2%,-7.4%,18.1%,Spn PMK inh pilot replicates=0.5;MK inhibit pilot replicates=1.0;Spn DPM-DC inh pilot screen %=5.0
NC(=O)CCn1nc(-c2ccc(Cl)cc2)c2ccccc2c1=O,i,10.0,6.6%,7.0,3.4%,4.9%,2.6%,4.1%,4.0%,
COc1ccc(-n2c(Cc3cccn3C)nnc2SCC(=O)Nc2cc(C)cc(C)c2)cc1,i,0.0,-3.9%,6.0,0.6%,-6.6%,-2.0%,6.7%,10.2%,
Cc1nnc(SC(C)C(=O)NCC2CCCO2)n1-c1ccccc1 (centres undefined),i,15.0,0.1%,3.0,-3.5%,-3.5%,5.0%,4.5%,16.0%,
CCN(CC)CC(C)(C)NS(=O)(=O)c1ccc(Cl)cc1,i,0.0,4.0%,7.0,-23.0%,9.3%,9.1%,0.2%,12.8%,

# Pulled by structure from the entries so far:
SMILES,Spn DPM-DC inh,Spn PMK inh,Bfl-1 inhibitors,MK inhibit,LYP inhibition,HPDE-C7 cytotoxicity,KRASV12 cytotoxicity,HT1080 viability,TNAP inhibition,others
CCn1ccc(C(=O)Nc2ccc(S(=O)(=O)Nc3ccccc3OC)cc2)n1,i,20.0,3.1%,0.0,/,4.7%,13.7%,/,9.9%,
COc1ccc(-n2c(Cc3cccn3C)nnc2SCC(=O)Nc2cc(C)cc(C)c2)cc1,i,0.0,-3.9%,6.0,0.6%,-6.6%,-2.0%,6.7%,10.2%,
CCCCc1cc2c(c(NC(C)=O)n1)c(=O)oc1ccccc12,i,10.0,-1.6%,4.0,1.6%,-1.9%,0.2%,-7.4%,18.1%,Spn PMK inh pilot replicates=0.5;MK inhibit pilot replicates=1.0;Spn DPM-DC inh pilot screen %=5.0

# Next part:
SMILES,Spn DPM-DC inh,Spn PMK inh,Bfl-1 inhibitors,MK inhibit,LYP inhibition,HPDE-C7 cytotoxicity,KRASV12 cytotoxicity,HT1080 viability,TNAP inhibition,others
COCC(=O)Nc1ccc(Nc2ccccc2)cc1,i,4.0,10.7%,6.0,/,3.6%,10.5%,-0.4%,11.7%,
Cc1cc(C)n(-c2ccc(C(=O)Nc3sccc3C(N)=O)cc2)n1,i,13.0,-2.6%,2.0,5.8%,25.4%,46.0%,1.7%,8.4%,
Cc1ccc(-c2n[nH]c(=O)c3ccccc23)cc1N,i,5.0,-2.3%,2.0,6.5%,-20.5%,1.4%,-5.3%,10.7%,
Cc1cc(/C=N/n2cnnc2)c(C)n1-c1cccc(Cl)c1,i,2.0,-3.9%,5.0,/,-33.0%,-28.2%,-3.0%,5.2%,Spn PMK inh pilot replicates=5.0;MK inhibit pilot replicates=4.0;Spn DPM-DC inh pilot screen %=4.0
CC1(C)CC(=O)CC(=NCC(=O)O)C1,i,1.0,-0.5%,2.0,/,3.3%,6.7%,5.3%,1.4%,
CC(NC(=O)c1cccc(C(F)(F)F)c1)C1CCCO1 (centres undefined),i,0.0,3.6%,4.0,-0.3%,5.7%,-2.6%,-0.2%,11.2%,
O=C(O)c1[nH]c2ccccc2c1CC(=O)N1CCOCC1,i,0.0,-5.9%,1.0,-0.3%,-19.1%,-15.3%,1.3%,6.0%,
CC(C)NC(=O)CN1CCN(c2ncccn2)CC1,i,15.0,-3.4%,2.0,16.9%,2.1%,-7.7%,-7.7%,16.6%,
OCCOCCn1c(-c2ccccc2)nc(=S)c2c1CCCC2,i,14.0,-1.3%,5.0,15.8%,-0.2%,10.4%,-4.0%,4.4%,
N#Cc1ccccc1OCC(=O)Nc1c(C(=O)C2CC2)oc2ccccc12,i,17.0,-2.1%,0.0,19.7%,6.4%,8.1%,-19.2%,11.1%,
COc1ccc(N2C(=O)CC(NC34CC5CC(CC(C5)C3)C4)C2=O)c(OC)c1 (centres undefined),i,0.0,-11.6%,5.0,12.5%,-2.9%,-2.8%,13.6%,7.2%,
C=CCn1c(-c2ccc(OC)c(OC)c2)cs/c1=N\c1ccccn1,i,15.0,-5.2%,7.0,9.5%,0.4%,3.3%,-2.8%,3.4%,
CCOC(=O)C1CCN(C2CC(=O)N(c3cccc(Cl)c3)C2=O)CC1 (centres undefined),i,1.0,5.3%,1.0,3.2%,-2.7%,3.0%,0.8%,14.0%,
N#Cc1cnn(-c2ccccc2)c1N,i,2.0,3.2%,17.0,/,-11.9%,-3.7%,1.0%,5.0%,
CCCCCCCCNC(C)C(O)c1ccc(SC(C)C)cc1 (centres undefined),i,9.0,-1.5%,5.0,13.4%,/,/,24.1%,6.1%,Spn PMK inh pilot replicates=2.0;MK inhibit pilot replicates=0.0;Spn DPM-DC inh pilot screen %=0.0
O=S(=O)(c1cccc(S(=O)(=O)N2CCC(Cc3ccccc3)CC2)c1)N1CCOCC1,i,13.0,1.7%,0.0,15.4%,-17.8%,-15.7%,1.6%,10.0%,
CS(=O)(=O)Nc1ccc(C(=O)N2CCCCC2)cc1,i,7.0,-3.0%,3.0,9.8%,2.5%,4.6%,/,9.8%,
O=C(C1CCN(S(=O)(=O)c2cccc3cccnc23)CC1)N1CCN(c2ccc(Cl)cc2)CC1,i,15.0,1.9%,3.0,6.1%,3.2%,5.8%,10.8%,9.6%,
O=C1CCc2cc(S(=O)(=O)NC(Cc3ccccc3)C(=O)NCC3CCCO3)ccc2N1 (centres undefined),i,10.0,-2.5%,7.0,/,-0.8%,-15.6%,5.2%,-7.2%,
Cc1ccccc1C(=O)Nc1cccc(N)c1,i,6.0,-5.1%,8.0,0.1%,-16.8%,-7.6%,7.6%,10.2%,
O=C(Oc1cc(=O)oc2ccccc12)c1ccco1,i,4.0,-3.8%,10.0,/,14.1%,21.0%,11.5%,14.7%,
COC(=O)NCCOc1cc(C)ccc1C,i,0.0,3.6%,4.0,12.1%,5.3%,-3.5%,1.1%,8.7%,
CCOc1ccccc1-n1c(SCC(=O)N(C(C)C)C(C)C)nnc1-c1cccnc1,i,12.0,-4.4%,6.0,/,-8.6%,-3.3%,6.0%,13.5%,
O=C(CSc1nnc(-c2ccncc2)n1-c1ccc(F)cc1)NC(=O)NCc1ccco1,i,10.0,2.2%,1.0,8.0%,-25.9%,-18.0%,-3.5%,8.2%,Spn PMK inh pilot replicates=0.5;MK inhibit pilot replicates=1.5;Spn DPM-DC inh pilot screen %=2.5
CCOc1ccccc1NC(=O)CCC(=O)O,i,18.0,2.4%,8.0,-0.7%,-3.7%,1.6%,5.8%,10.4%,
CCC(C)(C)n1nnnc1CN1CCSCC1,i,19.0,3.3%,12.0,7.3%,-15.0%,-10.7%,20.0%,8.0%,
CN(CCCNC(=O)Cn1cc2c(n1)CCCC2)C1CCCCC1,i,0.0,0.1%,4.0,-3.6%,-6.6%,-4.4%,5.3%,-0.1%,
Nc1cc(C(=O)OCC(=O)NCc2ccco2)ccc1Cl,i,10.0,2.0%,3.0,/,-13.0%,-10.8%,2.8%,-1.3%,
COc1ccc(Cl)cc1S(=O)(=O)N1CCN(C(=O)c2ccco2)CC1,i,0.0,-2.3%,10.0,7.0%,-8.7%,-9.4%,2.9%,11.9%,
Cc1cccc2cc(COC(=O)c3ccco3)c(=O)[nH]c12,i,13.0,-4.2%,12.0,11.8%,9.6%,0.0%,-5.5%,7.6%,
CCOC(=O)C1CCCN(S(=O)(=O)c2ccc(Br)c(OC)c2)C1 (centres undefined),i,4.0,2.4%,1.0,-3.9%,1.0%,-3.9%,-1.5%,5.3%,
Cc1ccc(S(=O)(=O)NC(CN2CCOCC2)=NCCNS(=O)(=O)c2ccccc2)cc1,i,10.0,0.2%,0.0,5.0%,-9.0%,7.8%,1.6%,7.4%,
CCOC(=O)c1c(-c2ccccc2)c(C(C)=O)c(=O)n(C)c1C,i,9.0,-3.9%,3.0,-4.7%,5.2%,6.8%,-3.8%,4.5%,
CCn1nnnc1-c1ccc(OC)c(S(=O)(=O)N2CCCCC2)c1,i,0.0,-7.2%,7.0,-30.2%,-25.3%,-6.1%,-5.1%,15.5%,
